Assay outcomes (PubChem)
PABP1 MLLE inh = inhibitors of microRNA-mediated deadenylation, human PABP1 MLLE binding; GST-MLLE / FITC-PAM2 fluorescence polarization; AID 588489; 0.36% of 360,000 active; P11940; inhibition, % at 20 µM; in the data active means inhibition above about 35%, passing the limit was not always enough;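 further: plate controls were DMSO wells with GST-MLLE for no effect and wells lacking GST-MLLE protein for full effect; some results filed as inactive read as strong as hits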
SKN-1 inh = inhibitors of C. elegans SKN-1 | 0.49% of 360,000 active | inhibition, % at 21.8 µM | C. elegans VP596 Pgst-4::GFP/RFP ratio, acrylamide-induced, 24 h;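 active means interference check ratio from 0.5 to 1.5 plus GFP to RFP signal ratio inhibition reaching or exceeding a fixed threshold, cut at about 30% in these data, passing the limit was not always enough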; further: some compounds called inactive have numbers as strong as hits
Rpn11 inh = Rpn11 (human) deubiquitinase inhibition; O00487; human 26S proteasome, Ub4-pepOG fluorescence polarization; 20S core pre-blocked with epoxomicin; calls only at 20 µM; 0.59% of 360,000 active;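 active means inhibition at 20 µM, scaled to each plate's controls, above about 33%, limit read from the data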
Target sequence (O00487 whole entry, looked up): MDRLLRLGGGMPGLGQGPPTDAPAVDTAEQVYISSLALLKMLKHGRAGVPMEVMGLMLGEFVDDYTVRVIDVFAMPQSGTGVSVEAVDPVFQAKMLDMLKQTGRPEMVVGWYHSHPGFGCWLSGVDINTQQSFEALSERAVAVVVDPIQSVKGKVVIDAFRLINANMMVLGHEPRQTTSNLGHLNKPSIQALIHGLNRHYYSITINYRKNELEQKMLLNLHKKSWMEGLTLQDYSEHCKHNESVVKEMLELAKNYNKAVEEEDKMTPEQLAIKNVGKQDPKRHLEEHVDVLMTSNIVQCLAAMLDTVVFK
MT1-MMP act inh = inhibitors of human MT1-MMP activation; P50281; HT1080 RFP-PRO-GFP cells, GFP/RFP ratio fluorescence, overnight; percent of plate control window, DMSO zero; GFP/RFP ratio change, % at 20 µM; AID 651647; 0.061% of 360,000 active;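 active means GFP/RFP ratio change of at least 30% with cell ATP level not reduced by more than half and red fluorescence within 50% of control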; further: strong numbers were not always called active
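Material: RFP-PRO-GFP reporter HT1080 cells. Dosing: single-point 20 µM compound, 1% DMSO. Controls: DMSO and RFP-L50D-GFP cell wells. Timing: cells overnight before dosing, compound overnight, 37 °C, 5% CO2. Measure: GFP/RFP fluorescence ratio.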
NadD inh = blocks S. aureus nicotinate mononucleotide adenylyltransferase; purified NadD enzyme, colorimetric absorbance read-out; inhibition, % at 20 µM; 0.78% of 360,000 active; AID 602399; in the data active means inhibition above about 26%; further: some compounds past the cut are filed as inactive
FAS TE block = inhibitors of human fatty acid synthase thioesterase domain. P49327. recombinant FAS-TE, OMFH fluorogenic substrate, fluorescence endpoint. inhibition, % at 15 µM. 0.67% of 360,000 active. AID 602261;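 active means compounds whose normalised, plate-corrected inhibition of enzyme fluorescence in the single-dose primary screen is 50% or more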;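 further: 0% = DMSO with enzyme and 100% = substrate without enzyme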
Rin1 Abl inh = inhibitors of human Rin1-Abl protein interaction. 0.4% of 360,000 active. P00519+Q13671. inhibition, % at 7.35 µM. TR-FRET Rin1/Abl binding, biochemical. AID 588664; in the data active means inhibition above about 5%, passing the limit was not always enough
Neddylation inh = cullin neddylation inhibition; TR-FRET cullin neddylation, biochemical; 0.58% of 360,000 active; P61081+Q13564; AID 651699; calls only at 25 µM; in the data active means inhibition above about 36%
CSN deneddyl inh = blocks human CSN-mediated cullin deneddylation. Purified CSN, SCF-Nedd8-OG deneddylation, fluorescence polarization. 0.38% of 360,000 active. inhibition, % at 12.5 µM;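 active means pattern-corrected inhibition above about 35%, with an unprinted fluorescence ratio check between 0.5 and 1.5, limit read from the data, passing the limit was not always enough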;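 further: 0% = enzyme with substrate and 100% = substrate without enzyme; some results filed as inactive read as strong as hits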
Target sequence (Q92905 whole entry, looked up, one chain of several): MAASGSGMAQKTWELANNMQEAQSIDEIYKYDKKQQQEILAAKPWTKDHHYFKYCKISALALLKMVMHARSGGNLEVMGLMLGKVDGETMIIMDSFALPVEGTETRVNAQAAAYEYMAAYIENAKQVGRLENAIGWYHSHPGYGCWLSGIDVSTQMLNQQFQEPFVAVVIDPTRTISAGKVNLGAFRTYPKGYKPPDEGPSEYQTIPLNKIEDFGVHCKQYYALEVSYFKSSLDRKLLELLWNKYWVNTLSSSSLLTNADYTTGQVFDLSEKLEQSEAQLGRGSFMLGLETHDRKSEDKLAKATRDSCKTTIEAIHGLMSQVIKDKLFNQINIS
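test system = HEK293T-derived human Csn5 enzyme | amount = 0.24 nM Csn5 enzyme, final concentration | medium = Tris/NaCl/DTT buffer, pH 7.5 | schedule = 90 min reaction at room temperature | signal = FP | evaluation = inhibition of Csn5 cleavage, % | compound dosing = single dose of 12.5 µM compound with 0.25% DMSO | probe or stimulus = 10 nM SCFSkp2-Nedd8OG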
* marks the source's active call; other numbers are inactive results; i = inactive; . = not tested or not shown; + = active, no number. Compounds as they come; overall some 3.9% were active at least once.

SMILES	PABP1 MLLE inh	SKN-1 inh	Rpn11 inh	MT1-MMP act inh	NadD inh	FAS TE block	Rin1 Abl inh	Neddylation inh	CSN deneddyl inh
COc1ccccc1N1C(N)=NC(N)=NC12CCCCC2	11.3	-12.6	i	-4.2	-6.3	-2.3	-1.3	i	-0.1
Cc1sc2ncn(CC(=O)NCc3ccco3)c(=O)c2c1-c1ccc(F)cc1	-12.1	-7.0	i	-0.3	4.3	0.4	-0.1	i	15.1
Cc1nc2ccccc2c(=O)n1/N=C/c1cccs1	-11.0	17.8	i	-3.1	3.4	-3.0	-1.7	i	-0.1
CCCCN(CCCC)CCCNC(=O)C12CN(Cc3ccccc3)CC1C(c1cccc([N+](=O)[O-])c1)=NO2 (stereo unspecified)	0.4	5.4	i	-0.6	-8.2	11.3	-2.4	i	-1.2
CCOC(=O)C1C(=O)NC(N2CCOCC2)=NC1c1ccco1 (stereo unspecified)	11.9	-2.9	i	-1.0	5.4	-1.3	2.7	i	0.6
N/C(=N\OC(=O)Cc1ccccc1)c1cccc(Br)c1	-1.6	15.4	i	-3.3	-6.3	-1.3	-2.6	i	-2.9
Cc1ccc(S(=O)(=O)NCCC(=O)NCC(c2cccs2)N(C)C)cc1C (stereo unspecified)	11.4	-6.2	i	-1.9	1.1	-8.3	-0.6	i	-0.2
COc1ccc(C(=O)N/N=C(\C)CC(=O)Nc2ccc(Cl)cn2)cc1	-0.1	3.7	i	-1.2	-6.3	-2.8	1.3	i	0.1
CC(C)CS(=O)(=O)C1=NN2C(=N)/C(=C\c3ccc(OC(=O)c4ccco4)cc3)C(=O)N=C2S1	-20.1	5.6	i	-25.3	8.1	11.7	0.0	i	11.0
CCOC(=O)Nc1ccc2c(c1)N(C(=O)CCN1CCN(CCO)CC1)c1ccccc1CC2	8.5	10.7	i	7.6	-9.2	-6.3	-5.5	i	3.8
O=C(Nc1nccs1)c1nc[nH]c1C(=O)N1CCN(c2ccccc2)CC1	7.8	24.7	i	3.4	-4.4	-6.6	-2.0	i	-5.4
N#CC1=C(N)N(c2ccccc2C#N)C2=C(C(=O)CCC2)C1c1ccsc1 (stereo unspecified)	26.8	-8.3	i	-11.5	4.3	0.5	-14.9	i	-10.8
Cc1ccc(C)c(N(C(=O)CNC(=O)c2ccco2)C(C(=O)NC2CCCCC2)c2cccnc2)c1 (stereo unspecified)	-5.3	2.7	i	1.7	1.5	-2.7	3.0	i	2.8
Cc1nc(-c2ccc(C(=O)Nc3cccc(Br)c3)cc2)cs1	-15.2	8.4	i	-4.5	-2.8	17.7	-1.1	i	3.0
O=C(Nc1ccc2c(c1)CCC2)c1ccc(F)cc1	-3.1	15.8	i	2.5	-5.5	3.4	2.2	i	0.8
O=C(OCC(=O)N1CCCc2ccccc21)c1cc(Br)ccc1O	15.0	8.4	i	0.6	-3.8	-1.8	-2.4	i	-0.5
O=C(CCN1CCOCC1)NNC(=O)/C(=C/c1ccccc1)NC(=O)c1ccccc1	11.5	10.1	i	-0.1	7.4	-4.2	1.7	i	-3.0
O=C(CS(=O)CC(=O)N(CC(=O)NC1CCCC1)c1ccc2c(c1)OCCO2)Nc1ccc(F)cc1 (stereo unspecified)	-4.7	-21.5	i	6.3	8.4	-4.0	-2.9	i	-0.1
CCc1nc2ccc(C(=O)N3CCN(c4ccccc4)CC3)cc2nc1CC	-10.8	2.3	i	1.5	-5.8	5.9	0.6	i	-1.8
COc1cccc(CNS(=O)(=O)c2cn(C)cn2)c1	-0.9	-4.3	i	-0.5	4.1	-12.8	-0.8	i	1.6
O=C(/C=C/c1ccccc1)Nc1cc(S(=O)(=O)N2CCOCC2)ccc1N1CCOCC1	-5.3	13.5	i	-1.7	1.4	5.5	2.8	i	-7.8
COc1cccc(NC(=O)N2CCC(NC(=O)c3ccco3)CC2)c1	9.7	4.3	i	1.3	1.3	-4.9	2.1	i	1.3
CC(=O)N/C(=C\c1ccccc1Cl)C(=O)O	12.9	-2.5	i	3.1	5.8	-1.2	0.1	i	8.4
Cc1nc2c(C)cccn2c(=O)c1NC(=O)c1cccs1	16.6	0.6	i	10.1	1.2	0.4	1.1	i	1.6
Cc1ccc(/C=N/Nc2ccnc3cc(Cl)ccc23)c(C)c1	-22.3	25.1	i	-9.9	17.3	0.6	2.4	+	3.9
Cc1nc(CS(=O)(=O)c2ccccc2)cc(N2CCN(c3ccccc3F)CC2)n1	15.3	-3.4	i	-1.4	-5.7	3.2	3.2	i	-4.8
Cc1ccc(CNC(=O)C2(C(F)(F)F)C/C(=C\Cc3ccccc3)CCCO2)o1 (stereo unspecified)	-10.6	6.2	i	2.2	6.5	-0.4	-3.1	i	-0.2
CC1CN(C(=O)c2ccc(NS(=O)(=O)c3ccc(F)cc3)cc2)CC(C)O1 (stereo unspecified)	-14.8	-11.8	i	-1.5	-0.4	-4.8	3.7	i	-2.1
Cc1cccc(NC(=O)CCCc2ccccc2)c1C	16.2	-6.9	i	-2.0	2.7	4.9	2.3	i	-4.0
O=C(Nc1nccs1)c1cncc(Br)c1	2.5	-17.4	i	-11.7	-1.7	-4.8	-0.9	i	-5.4
O=c1c2ccccc2sn1-c1ccccc1F	31.3	10.4	i	0.7	8.1	-7.0	-0.7	i	-3.2
COC(=O)c1nc2nc(-c3cccs3)cc(C(F)(F)F)n2n1	7.2	5.6	i	3.8	-0.6	-1.5	-2.5	.	3.5
COC(=O)c1ccc(/C=C(\C#N)c2ccccn2)cc1	0.7	13.7	i	0.3	2.6	1.0	-0.3	i	0.6
O=C1CC(c2ccccc2)CC(O)=C1C=NCCN1CCOCC1 (stereo unspecified)	-2.5	-7.5	i	-3.8	-2.6	-6.7	-1.5	i	-0.8
O=C(Nc1ccccc1N1CCOCC1)c1ccco1	8.0	-3.9	i	-2.1	1.1	-4.4	2.4	i	2.2
COc1ccc(C2C(=O)N(C3CCCCC3)CC(=O)N2Cc2ccc3c(c2)OCO3)cc1 (stereo unspecified)	9.1	2.6	i	-0.6	-2.9	8.9	8.4	i	-0.5
CC1N(O)C(c2ccc(Cl)cc2Cl)N(O)C1(C)C (stereo unspecified)	-6.2	-8.4	i	-1.5	-2.9	-8.9	1.0	i	-1.1
CC(C)Oc1ccc(C(=O)NCc2ccco2)cc1	-3.2	6.7	i	0.9	7.7	-9.0	1.7	i	3.5
O=S(=O)(Nc1ncccn1)c1ccc(NS(=O)(=O)c2cc(Cl)ccc2Cl)cc1	8.6	-7.0	i	-1.3	-1.2	-2.6	6.7	i	-3.8
COc1cccc(-n2c(CN3CCN(c4cccc(C)c4)C(C)C3)nc3ccc([N+](=O)[O-])cc3c2=O)c1 (stereo unspecified)	15.4	1.5	i	-5.3	18.5	80.2*	0.5	i	-2.8

8 entries already listed, ordered by count of non-hydrogen atoms, highest first.
SMILES	PABP1 MLLE inh	SKN-1 inh	Rpn11 inh	MT1-MMP act inh	NadD inh	FAS TE block	Rin1 Abl inh	Neddylation inh	CSN deneddyl inh
COc1cccc(-n2c(CN3CCN(c4cccc(C)c4)C(C)C3)nc3ccc([N+](=O)[O-])cc3c2=O)c1 (stereo unspecified)	15.4	1.5	i	-5.3	18.5	80.2*	0.5	i	-2.8
O=S(=O)(Nc1ncccn1)c1ccc(NS(=O)(=O)c2cc(Cl)ccc2Cl)cc1	8.6	-7.0	i	-1.3	-1.2	-2.6	6.7	i	-3.8
O=C1CC(c2ccccc2)CC(O)=C1C=NCCN1CCOCC1 (stereo unspecified)	-2.5	-7.5	i	-3.8	-2.6	-6.7	-1.5	i	-0.8
COC(=O)c1ccc(/C=C(\C#N)c2ccccn2)cc1	0.7	13.7	i	0.3	2.6	1.0	-0.3	i	0.6
CC(C)Oc1ccc(C(=O)NCc2ccco2)cc1	-3.2	6.7	i	0.9	7.7	-9.0	1.7	i	3.5
CC1N(O)C(c2ccc(Cl)cc2Cl)N(O)C1(C)C (stereo unspecified)	-6.2	-8.4	i	-1.5	-2.9	-8.9	1.0	i	-1.1
O=c1c2ccccc2sn1-c1ccccc1F	31.3	10.4	i	0.7	8.1	-7.0	-0.7	i	-3.2
O=C(Nc1nccs1)c1cncc(Br)c1	2.5	-17.4	i	-11.7	-1.7	-4.8	-0.9	i	-5.4

(list continues)
SMILES	PABP1 MLLE inh	SKN-1 inh	Rpn11 inh	MT1-MMP act inh	NadD inh	FAS TE block	Rin1 Abl inh	Neddylation inh	CSN deneddyl inh
Cc1cc(OC(=O)c2ccc(S(=O)(=O)N(C)C)cc2)cc(=O)o1	8.2	6.3	i	1.3	-5.2	-5.8	-1.4	i	-5.3
CN(C)C(=O)c1cccc(-c2cnc3cccnn23)c1	-7.0	12.3	i	-4.3	5.3	-7.9	-5.1	.	3.7
COc1cc2c(cc1OC)C(c1ccc(C)o1)CC(=O)N2 (stereo unspecified)	1.6	-16.0	i	1.7	-4.3	-10.3	3.0	.	4.6
OCCc1ccc(NCCc2cccs2)cc1	10.7	3.2	i	7.7	-2.8	-10.9	-0.6	i	0.0
CC1(C)CC(=O)C/C(=N/NC(=O)CCCOc2ccc(Cl)cc2Cl)C1	12.2	1.4	i	-5.7	4.0	-1.0	-2.6	i	4.3
CCCCCCn1cc(CN2CC(N3CCN(Cc4ccccc4F)CC3)CS2(=O)=O)nn1 (stereo unspecified)	.	9.0	.	4.0	-4.7	-3.1	.	i	2.6
COc1ccc(-c2nc3c(c(SCC(=O)N4CCCC4)n2)COC(C)(C)C3)cc1	2.2	10.5	i	1.4	-4.5	0.9	0.8	i	0.1
C[n+]1ccn(CC(=O)c2cc(C(C)(C)C)c(O)c(C(C)(C)C)c2)c1	-12.2	8.6	i	2.9	0.8	-5.1	-1.5	i	-0.3
CCCNS(=O)(=O)c1cccc(C(=O)OCc2cc(=O)oc3cc(OC)ccc23)c1	-31.4	18.2	i	1.3	3.5	7.1	-0.8	i	0.8
COCCN(CCOC)S(=O)(=O)c1ccc(C(=O)Nc2sc3c(c2C(N)=O)CCCCC3)cc1	21.9	4.9	i	7.5	-2.1	-12.2	2.7	.	0.7
CC(=O)NC(Cc1ccccc1F)C(=O)NC1CCN(C(=O)Nc2ccc(C)cc2)CC1 (stereo unspecified)	7.6	14.1	i	1.6	-3.3	-3.6	2.9	i	1.9
C=CCn1c(SCCOc2ccc(OC)cc2)nnc1C(C)NC(=O)c1ccc(OC)cc1 (stereo unspecified)	-12.7	-33.6	i	-0.2	-1.9	-0.4	-1.9	i	3.0
O=C(c1ccco1)N1CCN(S(=O)(=O)c2ccc3c(c2)CCN3C(=O)C2CCC2)CC1	-0.9	5.2	i	4.6	0.8	13.5	1.7	i	-2.4
COc1ccc(N2C(=O)C(C)C(Cc3ccc(C)cc3)C2=O)cc1 (stereo unspecified)	-7.8	-4.7	i	3.3	-6.1	6.2	0.0	i	-5.4
Cc1cc(NC(=O)CSc2nc3cc(Cl)ccc3o2)no1	-14.8	2.5	i	1.4	-4.1	-3.3	1.6	i	1.3
